Compound activity as filed in PubChem BioAssay.
Hep lipid drop: hepatic lipid droplet formation modulation | AID 1656 | 0.4% of 240,000 active | AML12 mouse hepatocytes, oleate lipid droplets, BODIPY imaging | inhibition, % at 6.5 µM;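 active means lipid droplet intensity inhibited by at least 50%, with more than 500 cells counted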
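material = mouse AML12 hepatocyte cell line, fixed after treatment | also added = 100 µM oleic acid challenge | doses = compound at 6.5 µM only | schedule = overnight exposure | technique = Image-based BODIPY and DAPI two-channel analysis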
SIAH1 antagonists: blockers of Siah-1 interaction with plectin peptide – biochemical, fluorescence polarization, rhodamine-plectin, uHTS, primary screen (AID 1817); 0.02% of 290,000 active; Siah-1 / rhodamine-plectin peptide fluorescence polarization; higher % means a stronger effect; one-dose displacement, % at 20 µM; IC50 in µM for titrated hits;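 active means displacement of at least 50% at 20 µM, with a fluorescence ratio check between 0.3 and a set limit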;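 further: plate controls were Siah plus tracer with DMSO for no effect and tracer alone without Siah for full effect; strong numbers were not always called active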
XIAP antagonists: small molecules displacing peptide from XIAP – biochemical, IAP family, fluorescence polarization (AID 1018); XIAP BIR domain, fluorescence polarization peptide displacement; higher % means a stronger effect; displacement, % at 20 µM; hits with a dose series show IC50 in µM; 0.007% of 200,000 active; in the data active means displacement above about 50%; further: a part of the inactive calls stands beside numbers as strong as those of hits
PMI inhibitors: inhibitors of human PMI, primary screen, biochemical, fluorescence intensity, coupled assay (AID 1209) | inhibition, % at 20 µM; hits with a dose series show IC50 in µM | 0.42% of 190,000 active | purified PMI enzyme, coupled fluorescence intensity; higher % means a stronger effect;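 further: plate controls were DMSO vehicle for no effect and wells lacking substrate for full effect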
M17LAP inhibition: P. falciparum M17LAP inhibitors, primary screen, biochemical, fluorogenic H-Leu-NHMec substrate, 1536-well (AID 1619). recombinant M17LAP, H-Leu-NHMec fluorogenic kinetic assay; higher % means a stronger effect. inhibition, % at 30 µM; hits with a dose series show IC50 in µM. 0.38% of 220,000 active;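 active means compound inhibiting the enzyme by more than half at any dose during confirmatory dose-response retesting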;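 further: plate controls were full reaction with DMSO carrier for no effect and no enzyme background for full effect; strong numbers were not always called active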
PMI inhibition: MPI inhibition at elevated mannose 6-phosphate – biochemical, fluorescence intensity, high mannose 6-phosphate, primary screen (AID 1220). 0.66% of 190,000 active. one-dose inhibition, % at 20 µM; IC50 in µM for titrated hits. recombinant PMI enzyme, coupled fluorescence intensity; higher % means a stronger effect
K1F lysis inhibition: protection from phage-mediated lysis, alamar blue read-out – E. coli UTI89, K1F phage, bacterial capsule biogenesis inhibitors (AID 488966) | E. coli UTI89 K1F phage lysis, alamar blue, 2 h; higher % means a stronger effect | one-dose inhibition, % at 100 µM; IC50 in µM for titrated hits | 0.02% of 340,000 active;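 active means phage lysis inhibition, versus mean bacterial control, above a set limit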;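 further: capsule biogenesis inhibitors block K1F phage lysis so surviving cells raise fluorescence; higher fluorescence means more inhibition of phage lysis; actives were called in the ten point dose series up to 300 µM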
P. falciparum M1AAP: P. falciparum M1AAP inhibitors, biochemical, fluorogenic H-Leu-NHMec substrate, 1536-well (AID 1445). 0.42% of 220,000 active. recombinant M1AAP, H-Leu-NHMec fluorogenic kinetic assay; higher % means a stronger effect. inhibition, % at 30 µM; hits with a dose series show IC50 in µM;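 active means primary inhibition above the hit cutoff, then over 50% inhibition at one or more dose response concentrations, cut at about 23% in these data, passing the limit was not always enough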;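 further: plate controls were DMSO full reaction for no effect and no enzyme background for full effect; strong numbers were not always called active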
TNAP activation fold: stimulation of alkaline phosphatase TNAP activity – biochemical, luminescent, no phosphate acceptor, uHTS, primary screen (AID 1001) | purified TNAP, luminescent activation assay, no phosphate acceptor; higher activation fold means a stronger effect | one-dose activation fold at 20 µM; EC50 in µM for titrated hits | 0.03% of 200,000 active; in the data active means activation fold from about 3, or a potency from the dose series; inactive means the rest, 99 in 100 with activation fold below about 1.6; further: many of its hits are not listed in these tables
Hep lipid drop cells 6.5 µM: further read-out of Hep lipid drop, marked with its call; cell count; measured here: cell count, cytotoxicity flag;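 cells counted across two imaged fields per well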
Active calls of the source: *; [ ] = another dose, or the depositor's remark. Unless noted, no stated cut-off is given here; in the data, active means inhibition above about 50%; inactive means the rest.

How did COc1ccc(NC(=O)C2CCCN(S(=O)(=O)c3ccc4c(c3)oc(=O)n4C)C2)cc1OC (stereo not given) do in these assays?
SIAH1 antagonists: 0%; XIAP antagonists: -4.9%; PMI inhibitors: 10%; M17LAP inhibition: 12%; PMI inhibition: 3%; K1F lysis inhibition: -0.3%; P. falciparum M1AAP: 3%; TNAP activation fold: 1.2

Results for CCOc1ccc(CCNC(=O)C(CCC(N)=O)NC(=O)OCc2ccccc2)cc1OCC (stereo not given) ?
Hep lipid drop: 35; SIAH1 antagonists: -10%; XIAP antagonists: -4.0%; PMI inhibitors: -2%; M17LAP inhibition: -4%; PMI inhibition: -4%; K1F lysis inhibition: -0.1%; P. falciparum M1AAP: -3%; TNAP activation fold: 1.2; Hep lipid drop cells 6.5 µM: 647

What do the screens show for `OC(COc1c(F)cc(Br)cc1F)CN1CCN(c2ccc(F)cc2)CC1` (stereo not given)?
SIAH1 antagonists: 2%; XIAP antagonists: -2.4%; PMI inhibitors: 9%; M17LAP inhibition: 2%; PMI inhibition: 0%; K1F lysis inhibition: 0.4%; P. falciparum M1AAP: -19%; TNAP activation fold: 1.1

What do the screens show for `O=C(Nc1ccc(F)cc1)N1CCN(c2ccc(F)cc2)CC1`?
Hep lipid drop: -23; SIAH1 antagonists: 4%; XIAP antagonists: -6.2%; PMI inhibitors: 5%; M17LAP inhibition: 4%; PMI inhibition: -3%; K1F lysis inhibition: -1.1%; P. falciparum M1AAP: -2%; TNAP activation fold: 1.1; Hep lipid drop cells 6.5 µM: 717

What do the screens show for `CCN(CC)CC#Cc1ccc(C)cc1`?
Hep lipid drop: 16; SIAH1 antagonists: 0%; M17LAP inhibition: -10%; K1F lysis inhibition: 1.0%; P. falciparum M1AAP: -2%; Hep lipid drop cells 6.5 µM: 693

What do the screens show for `COc1ccccc1CNC(=O)COC(=O)Cc1cccs1`?
Hep lipid drop: -8; SIAH1 antagonists: 16%; XIAP antagonists: -5.2%; PMI inhibitors: 3%; M17LAP inhibition: 2%; PMI inhibition: -2%; K1F lysis inhibition: 0.2%; P. falciparum M1AAP: 6%; TNAP activation fold: 1.1; Hep lipid drop cells 6.5 µM: 671

Results for O=C(CN1CCN(C2CCCCC2)CC1)Nc1ccccc1-c1ccccc1 ?
Hep lipid drop: 4; SIAH1 antagonists: 3%; XIAP antagonists: 0.7%; PMI inhibitors: 11%; M17LAP inhibition: 14%; PMI inhibition: -4%; K1F lysis inhibition: 8.5%; P. falciparum M1AAP: 0%; TNAP activation fold: 1.2; Hep lipid drop cells 6.5 µM: 619

Results for COc1ccc2nc(SCC(=O)C(C)(C)C)[nH]c2c1 ?
Hep lipid drop: -29; SIAH1 antagonists: 6%; M17LAP inhibition: 9%; K1F lysis inhibition: 1.0%; P. falciparum M1AAP: 10%; Hep lipid drop cells 6.5 µM: 720

How did CCN1CCN(c2ccc([N+](=O)[O-])c(Sc3nc4ccccc4[nH]3)c2)CC1 do in these assays?
Hep lipid drop: -6; SIAH1 antagonists: -2%; XIAP antagonists: -4.2%; PMI inhibitors: 17%; M17LAP inhibition: 15%; PMI inhibition: 15%; K1F lysis inhibition: 1.5%[50 µM]; P. falciparum M1AAP: 16%; TNAP activation fold: 1.3; Hep lipid drop cells 6.5 µM: 689

How did Cc1ccnc(SCC(=O)Nc2c(C)n(C)n(-c3ccccc3)c2=O)n1 do in these assays?
Hep lipid drop: 8; SIAH1 antagonists: 3%; XIAP antagonists: -2.8%; PMI inhibitors: -5%; M17LAP inhibition: 8%; PMI inhibition: -9%; K1F lysis inhibition: 0.8%; P. falciparum M1AAP: -3%; TNAP activation fold: 1.1; Hep lipid drop cells 6.5 µM: 824

What do the screens show for `CCOC(=O)c1[nH]c2ccc(OC)cc2c1NC(=O)c1cccc(OC)c1`?
SIAH1 antagonists: 2%; XIAP antagonists: -0.9%; PMI inhibitors: 11%; M17LAP inhibition: -89%; PMI inhibition: 5%; K1F lysis inhibition: 3.9%; P. falciparum M1AAP: 4%; TNAP activation fold: 1.1

What do the screens show for `Cc1cc(C)c2c(n1)nn1c(N3CCN(c4ccccn4)CC3)cc(C)nc21`?
Hep lipid drop: 0; SIAH1 antagonists: -4%; XIAP antagonists: -7.8%; PMI inhibitors: 13%; PMI inhibition: 12%; TNAP activation fold: 1.1; Hep lipid drop cells 6.5 µM: 773

How did COc1cccc(N(C(=O)Cn2nnc(-c3ccc(C)cc3)n2)C(C(=O)NC(C)(C)C)c2c[nH]c3ccccc23)c1 (stereo not given) do in these assays?
SIAH1 antagonists: 2%; XIAP antagonists: 2.4%; PMI inhibitors: 18%; M17LAP inhibition: 16%; PMI inhibition: 12%; K1F lysis inhibition: 1.5%; P. falciparum M1AAP: 3%; TNAP activation fold: 1.1

Results for O=S(=O)(NCCNc1nccc(C(F)(F)F)n1)c1ccccc1 ?
Hep lipid drop: -1; SIAH1 antagonists: -2%; M17LAP inhibition: 8%; K1F lysis inhibition: 0.4%; P. falciparum M1AAP: 6%; Hep lipid drop cells 6.5 µM: 680

Results for CC(C)CN(C(=O)COC(=O)c1ccc2ccccc2n1)C1CCS(=O)(=O)C1 (stereo not given) ?
Hep lipid drop: -8; SIAH1 antagonists: -6%; XIAP antagonists: -2.6%; PMI inhibitors: -14%; M17LAP inhibition: 3%; PMI inhibition: -12%; K1F lysis inhibition: 0.3%; P. falciparum M1AAP: 3%; TNAP activation fold: 1; Hep lipid drop cells 6.5 µM: 688

How did c1ccc(-c2n[nH]c3c2CCC3)cc1 do in these assays?
SIAH1 antagonists: -1%; XIAP antagonists: -2.5%; PMI inhibitors: -7%; M17LAP inhibition: -3%; PMI inhibition: -6%; K1F lysis inhibition: 0.2%; P. falciparum M1AAP: 1%; TNAP activation fold: 0.3

How did c1ncn(C23CC4CC(CC(C4)C2)C3)n1 do in these assays?
Hep lipid drop: -4; SIAH1 antagonists: 0%; XIAP antagonists: -0.9%; PMI inhibitors: -9%; M17LAP inhibition: 0%; PMI inhibition: -8%; K1F lysis inhibition: -1.8%; P. falciparum M1AAP: 0%; TNAP activation fold: 1.1; Hep lipid drop cells 6.5 µM: 651

How did O=C(CN1CCOCC1)Nc1ccc(C2CCCCC2)cc1 do in these assays?
SIAH1 antagonists: -1%; XIAP antagonists: -2.2%; PMI inhibitors: 6%; M17LAP inhibition: 18%; PMI inhibition: 8%; K1F lysis inhibition: 0.0%; P. falciparum M1AAP: 4%; TNAP activation fold: 1

Results for CCOC(=O)C1CCN(C(=O)c2ccc3snnc3c2)CC1 ?
Hep lipid drop: 10; SIAH1 antagonists: 23%; XIAP antagonists: -0.5%; PMI inhibitors: 10%; M17LAP inhibition: 5%; PMI inhibition: 7%; K1F lysis inhibition: 1.1%; P. falciparum M1AAP: 3%; TNAP activation fold: 1.1; Hep lipid drop cells 6.5 µM: 724

How did COc1ccc(OCCOCCN2CCOCC2)cc1 do in these assays?
Hep lipid drop: -12; SIAH1 antagonists: 4%; XIAP antagonists: -3.1%; PMI inhibitors: 2%; M17LAP inhibition: 14%; PMI inhibition: -4%; K1F lysis inhibition: 1.9%; P. falciparum M1AAP: -1%; TNAP activation fold: 1.1; Hep lipid drop cells 6.5 µM: 739

What do the screens show for `Nc1nonc1C(=O)NCCN=Cc1ccccc1O`?
SIAH1 antagonists: 0%; XIAP antagonists: -2.5%; PMI inhibitors: 4%; M17LAP inhibition: 10%; PMI inhibition: -2%; K1F lysis inhibition: 1.2%; P. falciparum M1AAP: 3%; TNAP activation fold: 1.1

How did c1cncc(-c2nnc3n2C2(CCCCC2)Cc2ccccc2-3)c1 do in these assays?
SIAH1 antagonists: 2%; XIAP antagonists: -4.2%; PMI inhibitors: 12%; M17LAP inhibition: -8%; PMI inhibition: 6%; K1F lysis inhibition: 0.2%; P. falciparum M1AAP: 0%; TNAP activation fold: 1.1

What do the screens show for `Cc1nnc(NC(=O)CSc2nc3[nH]ncc3c(=O)[nH]2)s1`?
Hep lipid drop: -2; SIAH1 antagonists: 8%; XIAP antagonists: -6.0%; PMI inhibitors: -41%; M17LAP inhibition: 21%; PMI inhibition: -23%; K1F lysis inhibition: 0.3%; P. falciparum M1AAP: -4%; TNAP activation fold: 1.3; Hep lipid drop cells 6.5 µM: 679

How did CCOC(=O)C1=C(C)N=c2s/c(=C\c3ccncc3)c(=O)n2C1c1ccc2c(c1)OCO2 (stereo not given) do in these assays?
Hep lipid drop: -24; SIAH1 antagonists: -2%; XIAP antagonists: -6.4%; PMI inhibitors: 17%; M17LAP inhibition: 17%; PMI inhibition: 12%; K1F lysis inhibition: 0.0%; P. falciparum M1AAP: 3%; TNAP activation fold: 1; Hep lipid drop cells 6.5 µM: 741

What do the screens show for `CCOc1ccccc1C(=O)NC(C(=O)Nc1cccnc1)C(C)C` (stereo not given)?
Hep lipid drop: -12; SIAH1 antagonists: -1%; XIAP antagonists: -4.5%; PMI inhibitors: 2%; M17LAP inhibition: 1%; PMI inhibition: 34%; K1F lysis inhibition: 6.6%; P. falciparum M1AAP: 8%; TNAP activation fold: 1.1; Hep lipid drop cells 6.5 µM: 705

Results for Cn1cc(C(=O)Nc2ccc(Cl)cc2)c(C(F)(F)F)n1 ?
Hep lipid drop: 7; SIAH1 antagonists: 3%; XIAP antagonists: -2.7%; PMI inhibitors: -1%; M17LAP inhibition: -4%; PMI inhibition: -4%; K1F lysis inhibition: 0.1%; P. falciparum M1AAP: -3%; TNAP activation fold: 1; Hep lipid drop cells 6.5 µM: 723

How did N#Cc1ccc(NC(=O)COC(=O)CCc2ccc(S(=O)(=O)N3CCCCC3)cc2)cc1 do in these assays?
Hep lipid drop: 6; SIAH1 antagonists: 7%; XIAP antagonists: -5.0%; PMI inhibitors: 17%; M17LAP inhibition: 8%; PMI inhibition: 10%; K1F lysis inhibition: 4.5%; P. falciparum M1AAP: 1%; TNAP activation fold: 1; Hep lipid drop cells 6.5 µM: 653

How did CCOC(=O)c1[nH]c(=O)[nH]c1CSc1nc(C)cc(C)n1 do in these assays?
Hep lipid drop: 5; SIAH1 antagonists: 4%; XIAP antagonists: -3.3%; PMI inhibitors: -21%; M17LAP inhibition: 3%; PMI inhibition: -50%; K1F lysis inhibition: -0.2%; P. falciparum M1AAP: 8%; TNAP activation fold: 1; Hep lipid drop cells 6.5 µM: 736
